# HTT ATP protect – protects HTT-Q103 PC12 cells, measured by ATP; PC12 HTT-Q103 induced, cytoprotection, ATP luminescence, 40 h; Potency, µM (titrated, usually from 56.4 µM), without a hit: cytoprotection (ATP increase), usual class: activators; 230,000 compounds, 0.14% hits;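 also: potency is read from the fitted curve at half-maximal effect; % of control where 0% means no effect; nearly all actives have a fitted effect of over 45% in size; toxic huntingtin expression switched on by the ecdysone agonist tebufenozide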
#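 Compounds added alongside 100 nM tebufenozide, which induces toxic Q103 huntingtin exon 1-GFP in stable PC12 cells; surviving cells quantified by luminescent ATP measurement. Medium: phenol red-free DMEM, 5% equine and 5% calf serum.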
# SMN2 splice up – increases expression of the SMN2 splice variant; HEK293 SMN2-luciferase splicing reporter, luminescence, 30-36 h; Potency, µM (highest dose often 46.1 µM), for the others: top-dose activity change, positive = activation, most hits filed as activators; 210,000 compounds, 2.8% hits; also: potency is read from the fitted curve at half-maximal effect; % of control where 0% means no effect; nearly all actives have a fitted effect of over 55% in size
#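 HEK293 cells carry an SMN2 […]–luciferase reporter in which exon 7 inclusion puts luciferase in frame. Cells were plated 10-12 h before compound addition, then incubated 30-36 h at 37C. ONE-Glo luminescence was read; sodium butyrate at 4.5 mM final served as control.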
# HttQ103 aggreg – reduces HttQ103-GFP aggregates in PC12 cells | PC12 HttQ103-GFP aggregates, Acumen cytometry, 40 h | Potency, µM (titrated, usually from 46.1 µM), without a hit: at the highest dose activity change, negative = inhibition, most hits filed as inhibitors | 220,000 compounds, 1.1% hits | AID 1688; also: potency is read from the fitted curve at half-maximal effect; % is scaled to controls: 0 for no effect and ±100 for the full control effect; nearly all actives have a fitted effect of over 60% in size
#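 Aggregates are detected as GFP objects 1–25 µm with signal 6 STDEV over background in lysates of induced PC12 cells. These carry Huntingtin exon 1 with 103 glutamines fused to GFP under an ecdysone promoter; compounds titrated.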
# LMNA splice mod – modulators of lamin A splicing | 200,000 compounds, 0.01% hits | HeLa LMNA splicing GFP/RFP minigene ratio, 48 h | Potency, µM (doses to about 46.1 µM), for the others: at the highest dose ratio change, negative = inhibition, hits mostly inhibitors; active = well fitted inhibition curve with a large enough effect in the signal ratio, with a control signal flat, not every such curve was filed as active; inconclusive = small, poorly fitted or top-dose-only effect, or effect the other way, or a change in a side signal; the % refers to the signal ratio; also: potency is read from the fitted curve at half-maximal effect; % is scaled to controls: 0 for no effect and ±100 for the full control effect
#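 Read-out is the ratio of GFP to DsRed2 object intensity, acquired by 488 nm laser-scanning cytometry on HeLa lamin A-EGFP minigene reporter cells. Compound incubation 48 hrs at 37 °C in Opti-MEM with 2% FBS; DMSO 0.5% final.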
# KinaseGlo FLuc – Kinase-Glo luciferase inhibition (counter-screen); Q27757; Kinase-Glo luciferase, ATP luminescence, 8 min; Potency, µM (titrated, usually from 38.3 µM), for the others: at the top dose activity change, negative = inhibition, hits mostly inhibitors; 200,000 compounds, 0.28% hits; AID 1379; also: potency is read from the fitted curve at half-maximal effect; % is scaled to controls: 0 for no effect and ±100 for the full control effect; nearly all actives have a fitted effect of over 60% in size
#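 Light output from Kinase-Glo luciferase with luciferin and 10 uM ATP in 50 mM imidazole pH 7.2, KCl, MgCl2, Tween 20, BSA; compound pin-delivered, 8-min ambient incubation, then luminescence read.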
# IMPase Li inh – IMPase inhibition in cells with lithium potentiation | Potency, µM (titrated, usually from 59.4 µM), for inactives: at the highest dose activity, negative = IMPase inhibition, most hits filed as inhibitors | AID 1457 | CHO-M1 cells, IP1 TR-FRET (IP-One), carbachol + lithium | 210,000 compounds, 0.35% hits;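 also: IP1 builds up when IMPase is blocked and the TR-FRET signal falls; potency is read from the fitted curve at half-maximal effect; plate controls were basal vehicle for no effect and high inhibitor control for full effect; nearly all actives have a fitted effect of over 50% in size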
#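 CHO cells stably expressing M1 receptor (2000/well, cultured 16–30 h) treated 30 min at 37C with compound plus low lithium. Cytosolic IP1 by TR-FRET (665/620 ratio and 620 channel) after 10 min lysis; AC50 by Hill fit.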
# CBFb RUNX1 block – blocks binding between human CBF-beta and RUNX1; 230,000 tested, under 10 active; AlphaScreen CBFb-His/RUNX1-biotin binding, biochemical; Q01196+Q13951; Potency, µM (series often up to 59.8 µM), inactives show at the top dose activity, negative = inhibition, usual class: inhibitors; also: % of control where 0% means no effect
# Target sequence (Q01196 whole entry, looked up): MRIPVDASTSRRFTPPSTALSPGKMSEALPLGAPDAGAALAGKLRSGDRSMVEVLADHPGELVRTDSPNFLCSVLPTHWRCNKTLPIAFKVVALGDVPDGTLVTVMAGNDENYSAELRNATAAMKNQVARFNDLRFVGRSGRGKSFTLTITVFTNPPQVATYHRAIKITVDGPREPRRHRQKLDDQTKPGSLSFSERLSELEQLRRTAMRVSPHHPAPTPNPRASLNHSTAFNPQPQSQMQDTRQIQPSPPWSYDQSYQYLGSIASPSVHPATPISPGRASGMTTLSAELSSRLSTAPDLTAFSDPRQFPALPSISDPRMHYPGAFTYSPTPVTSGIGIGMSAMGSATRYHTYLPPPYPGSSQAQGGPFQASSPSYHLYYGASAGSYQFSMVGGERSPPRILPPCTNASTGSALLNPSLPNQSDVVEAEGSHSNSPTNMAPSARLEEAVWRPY
# Target sequence (Q13951 whole entry, looked up): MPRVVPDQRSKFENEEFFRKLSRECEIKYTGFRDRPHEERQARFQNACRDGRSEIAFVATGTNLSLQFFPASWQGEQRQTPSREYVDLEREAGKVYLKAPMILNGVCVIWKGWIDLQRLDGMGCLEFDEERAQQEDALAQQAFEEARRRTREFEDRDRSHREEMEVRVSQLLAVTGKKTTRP
#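 CBF-beta (His) and RUNX1 (biotin), 30 nM each; 20 min preassociation; + compound, 15 min; + beads 50 ng each (Ni, streptavidin), 90 min; RT; AlphaScreen read.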
# Starred values were filed as active, the others as inactive; ? = inconclusive; . = no result given; & = joins results of further samples; [ ] = another dose, or the depositor's remark. Unless noted, calls follow the shape of the dose curve; as a rule, active = well fitted curve in the direction sought with a large enough effect; inconclusive = small, poorly fitted or top-dose-only effect, or another doubt; inactive = no such curve, though single readings can be large; an effect the other way counts as inactive or inconclusive. An unsorted share of the library, and some 4% of all compounds hit somewhere here.
# Each structure is followed by: HTT ATP protect, KinaseGlo FLuc, CBFb RUNX1 block, IMPase Li inh, LMNA splice mod, SMN2 splice up, HttQ103 aggreg
CCOC(=O)c1c(-c2ccc(OC)cc2)csc1NC(=O)CSc1nnc(C)c(=O)[nH]1
 : -3%, -1%, -12%, 31%[activator], -2%[46 µM], 0%, -8%
CC1CC(C)CN(C(=O)c2cc3cc(Br)cc(Br)c3o2)C1 (centres undefined)
 : 2%[10 µM], 3%, 20%, 25%, ?, 11%, ?
CCNc1ncc2nc(-c3ccc(F)cc3)c(=O)n(CCOC)c2n1
 : -25%, ., ., ?, -12%, ., .
Cc1nnc(SCC(=O)N2CC(=O)Nc3ccccc32)n1-c1ccccc1
 : 0%, -1%, -1%, -8%[38.3 µM], ?, -12%, -5%
COc1ccc(NC(=O)CSc2nc3ccccc3n2-c2ccccc2)c([N+](=O)[O-])c1
 : 3%[10 µM], 0%, -2%, -5%, ?, -14%, 19%
CC(C)c1ccc(N2C(=O)[C@@H]3Cc4ccccc4CN3C2=O)cc1
 : -21%, -2%, 4%, 0%[38.3 µM], -5%, -4%, -20%
CCOc1ccc(NC(=O)C(CC)NC(=O)c2ccccc2CO)cc1 (centres undefined)
 : -10%, 2%, -3%, 22%[38.3 µM], 12%, -6%, 1%[9.22 µM]
O=C(c1cc(C(F)(F)F)cc(C(F)(F)F)c1)N1CCC2(CC1)CN(Cc1ccccc1)C2
 : 2%, -1%, ., 10%, ., -21%, .
CN(Cc1cc2ccccc2[nH]c1=O)S(=O)(=O)c1ccccc1
 : -4%, -2%, 3%, 19%[38.3 µM], -5%, 20%, 4%
CC(Cc1ccccc1)C(=O)NCCc1c[nH]c2ccccc12 (centres undefined)
 : -52%[inhibitor], 0%, -9%, 8%, ., 2%, .
COC(=O)c1cccc(NC(=O)CN2CCC(NC(=O)c3cc(OC)c(OC)c(OC)c3)CC2)c1
 : -26%, 1%, 3%, 16%[38.3 µM], 1%, -18%, 18%
Cc1nc(N(C)C)c2sc(=S)n(C)c2n1
 : -10%, -3%, -1%, 4%[38.3 µM], -4%, -25%, 4%
O=C(CCNC(=O)c1ccccc1)OCC(=O)c1ccccc1
 : ., -1%, 0%, -9%, ., 10%, 24%
CC1(C)CC2CC(C)(CN2C(=O)COC(=O)c2ccc(Cl)cc2N)C1 (centres undefined)
 : 0%[10 µM], 0%, 1%, ?, ?, -5%, -7%
O=C(CCCC(=O)OCC(F)(F)C(F)F)Nc1ccccc1F
 : 9%[10 µM], -1%, 14%, 3%, 2%[46 µM], 14%, 12%
O=c1ccc2cc(O)c(O)cc2o1
 : -11%, 11%, -22%, -2%&13%&-21%, ?, ?, -10%
NS(=O)(=O)c1ccc(CCNC(=O)[C@@H]2CCCN2S(=O)(=O)c2ccccc2F)cc1
 : 14%, -2%, 0%, -6%[38.3 µM], 16%, 8%, -2%
O=C(Nc1ccc(-n2cccc2)cc1)C1CC1
 : -2%[10 µM], 2%, -7%, 8%, 15%[46 µM], -2%, -12%
COC(=O)c1c(NC(=O)C2CC2)sc2c1CCN(C(C)=O)C2
 : -10%, -1%, 16%, 30%[38.3 µM], -11%, 25%, 14%
C[C@@H]1C[C@@H]([C@@H](C)CC2CC(=O)NC(=O)C2)C(=O)[C@@H](C)C1
 : -123%[inhibitor], 2%[39.9 µM], -25%, -1%, ., ., .
O=c1c2ccccc2nc(-c2ccccc2)n1CCCN1CCOCC1
 : -13%[0.074 µM], -4%, -1%, 13%[38.3 µM], -3%, 20%, 13%
O=C(c1cc2ncccn2n1)N1CCc2c([nH]c3ccccc23)C1c1ccccc1F (centres undefined)
 : -6%[10 µM], -1%, 6%, -6%, 8%[46 µM], ., -2%[9.22 µM]
CC1(C)Cc2ccccc2C2CC(O)C(=O)N21 (centres undefined)
 : -26%, -9%, 2%, -4%[38.3 µM], 0%, -20%, 22%
CC(CN(C)C)C(C)(O)Cc1ccc(Cl)cc1 (centres undefined)
 : 7%, 2%[39.9 µM], 9%, 2%, ?, ., 2%
N#Cc1ccc(-n2c(-c3ccccc3)nnc2-c2ccccc2)cc1C#N
 : 4%[10 µM], 0%, 3%, 11%, ?, -59%[inhibitor], -2%
CCOC(=O)c1cn(Cc2cccc(Cl)c2)c2cc(C)nn2c1=O
 : -4%[10 µM], ., 15%, ., 11%[46 µM], ., 17%[9.22 µM]
COc1ccc(C(=O)/C=C/Nc2c(C)n(C)n(-c3ccccc3)c2=O)cc1OC
 : 8%[10 µM], 3%, 8%, -5%[38.3 µM], ?, 11%, -6%
Nc1nc2nc(Cl)[nH]c2c(=O)[nH]1
 : ., -3%, ., -10%, 6%, 5%, .
O=[N+]([O-])c1cc(/C=N/O)ccc1SCc1ccccc1Cl
 : -30%, 0%, -17%, 9%[38.3 µM], 2%, -15%, 9%
CCCCOc1ccc(C(O)(CCC)CCN2CCOCC2)cc1 (centres undefined)
 : 0%[10 µM], -3%, 15%, 0%, ?, -39%[inhibitor], -19%
COc1ccc(C(=O)c2sc(Nc3cccc(OC)c3)c(C(=O)Nc3cccc(C)c3C)c2N)cc1
 : -49%[inhibitor], -2%, -27%, 13%[38.3 µM], 17%, -4%, -22%
Cc1ccccc1C(=O)NNC(=O)CSc1nc2ccccc2c(=O)[nH]1
 : 0%[10 µM], ., 3%, ., ., ., -2%[9.22 µM]
COC(=O)Cn1c(=NC(=O)c2cccc(OC)c2)sc2cc(OC)ccc21
 : -20%[10 µM], -1%, 11%, -11%, -1%, -8%, ?
O=C(c1ccncc1)N1CCC[C@@]2(CCN(c3ccccn3)C2)C1
 : ?, -3%, ., -2%, ., -5%, .
CCOC(=O)C1=C(c2ccc(OC)cc2)OC(N)=C(C#N)C1c1cccnc1 (centres undefined)
 : 13%[10 µM], ., 2%, ., ., ., 18%[9.22 µM]
O=C(COC(=O)COc1ccccc1Cl)Nc1ccccc1OC(F)F
 : -15%, -3%, 5%, 22%[38.3 µM], 17%, -6%, 10%
Cc1cccc(NC(=O)C2CCCN(S(=O)(=O)c3cccc4nsnc34)C2)c1 (centres undefined)
 : -2%, -2%, -3%, 32%[38.3 µM], ?, -9%, -16%
CNc1nnc(CSc2nc3ccccc3s2)s1
 : -7%[10 µM], -2%, -1%, 3%, ?, ?, -15%
Cn1ncc(Cl)c1C(=O)Nc1ccncc1
 : -11%[10 µM], -3%, 17%, -5%, -6%, -17%, ?
CC1CCN(c2nc(/C=C/c3ccccc3)nc3ccccc23)CC1
 : -20%[10 µM], 2%, 14%, 15%, ?, -25%, 8%
CC(=O)N1C2(C=CC1(C)C(=O)NCc1cc(F)cc(C(F)(F)F)c1)CCCCC2 (centres undefined)
 : -103%[inhibitor], 0%, 14%, -6%, ., -11%, .
CN(C)/C=C1\SC(=S)N(c2ccc(Br)cc2)C1=O
 : -1%[10 µM], ., -25%, ., ., ., 10%[9.22 µM]
COC(=O)C1=C(C)NC(C)=C(C(=O)OC)C1C(=O)OCCN1C(=O)c2ccccc2C1=O
 : -13%[10 µM], -6%, 2%, -3%[38.3 µM], -1%, -8%, -4%
CC1CCN(S(=O)(=O)c2ccc3c(c2)c(=O)c(C(=O)NC2CCCC2)cn3C)CC1
 : -18%, -3%, 4%, 0%[38.3 µM], -10%, -14%, 4%
Clc1cc2nc3ccccn3c2cc1Cl
 : -1%, -10%, 8%, -23%[38.3 µM], 7%, 14%, -7%
C/C(=C\c1ccccc1)C(=O)n1nnc2ccccc21
 : -29%, -2%, 3%, 7%[38.3 µM], 2%, -3%, 4%
C[C@H](NC(=O)c1nc[nH]c1C(=O)N1CCc2ccccc2C1)C(=O)OCc1ccccc1
 : -4%[10 µM], ., 13%, ., ., ., 13%[9.22 µM]
CC(C)CN(C(=O)CN1CCN(c2ccc(F)cc2)CC1)c1c(N)n(CC(C)C)c(=O)[nH]c1=O
 : 14%[10 µM], -1%, -2%, -1%, -1%, -11%, -9%
O=C(NCCCn1ccnc1)c1noc2c1CCc1ccccc1-2
 : -15%, 8%, 0%, 3%[38.3 µM], 6%, -1%, 4%
CC(=O)Nc1ccc(S(=O)(=O)Nc2cc(-c3ccccc3)nn2C)cc1
 : 0%[10 µM], ., 7%, ., ., ., 0%[9.22 µM]

# Carrying on:
# Each structure is followed by: HTT ATP protect, KinaseGlo FLuc, CBFb RUNX1 block, IMPase Li inh, LMNA splice mod, SMN2 splice up, HttQ103 aggreg
c1ccc(Cc2cc(-c3ccccc3)on2)cc1
 : -11%[1.9 µM], -2%, ?, 11%, -4%, ?, -5%
CC1=C(C(=O)OC(C)C)C(c2cncc(-c3ccc(F)cc3)c2)C(C#N)=C(N)O1 (centres undefined)
 : 27%[10 µM], -2%, -1%, 10%, ?, 3%, 19%
N=c1c2c(-c3ccccc3)c(-c3ccccc3)n(Cc3ccco3)c2ncn1Cc1ccco1
 : -154%[inhibitor], -5%, -27%, 27%[38.3 µM], ?, -72%[inhibitor], 11µM*
CCc1nnc(NC(=O)C(NC(=O)c2ccccc2Cl)C(C)C)s1 (centres undefined)
 : -8%, 8%, 12%, -4%, -23%[46 µM], 7%, 6%
N=C1/C(=C/c2coc3ccccc3c2=O)C(=O)N=C2SC(c3ccco3)=NN12
 : 9%[10 µM], ., -12%, ., ., ., 1%[9.22 µM]
CCCCN(CC)CCCNC(=O)c1cc2cc3ccc(OC)cc3nc2o1
 : -10%, 4%, 4%, -4%[38.3 µM], -19%, -6%, 7%
Cc1ccc(CSc2nnc(SCC(=O)N/N=C/C=C/c3ccccc3[N+](=O)[O-])s2)cc1
 : 18%[10 µM], -4%, -12%, 3%, -1%, -45%[inhibitor], -7%
CSc1nccn1CC(=O)Nc1ccc(F)cc1
 : -17%, -1%, -2%, 1%[38.3 µM], -1%, -9%, -11%
Cc1noc(C)c1CSc1nnc2cc(C)c3ccccc3n12
 : -4%[10 µM], 0%, -1%, 1%[38.3 µM], 1%, -11%, 1%
Cc1ccc(Cl)cc1N1CCN(C(=O)C2CCC(=O)N2C(C)C)CC1 (centres undefined)
 : -1%, 1%, 1%[2.36 µM], -4%, -4%, -9%, 7%
S=C(Nc1ccccc1Cl)N(Cc1ccccc1)Cc1cccnc1
 : -26%, -2%, -1%, 5%, ., -19%, 9%

# Screening results: PubChem BioAssay, National Center for Advancing Translational Sciences (NCATS)
